Bioassay records from PubChem.
A3G deaminase = inhibitors of human APOBEC3G DNA deaminase | Q9HC16 | recombinant A3G, ssDNA deamination FAM/TAMRA fluorescence | inhibition, % at 20 µM | actives 0.28% (n = 330,000) | AID 493012;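 active = inhibition of at least 40% at 20 µM, with no more than 30% in the related APOBEC3A deaminase screen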;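 note: plate controls were DMSO wells with A3G for no effect and wells lacking A3G enzyme for full effect; some compounds called inactive have numbers as strong as hits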
Target sequence (Q9HC16 whole entry, looked up): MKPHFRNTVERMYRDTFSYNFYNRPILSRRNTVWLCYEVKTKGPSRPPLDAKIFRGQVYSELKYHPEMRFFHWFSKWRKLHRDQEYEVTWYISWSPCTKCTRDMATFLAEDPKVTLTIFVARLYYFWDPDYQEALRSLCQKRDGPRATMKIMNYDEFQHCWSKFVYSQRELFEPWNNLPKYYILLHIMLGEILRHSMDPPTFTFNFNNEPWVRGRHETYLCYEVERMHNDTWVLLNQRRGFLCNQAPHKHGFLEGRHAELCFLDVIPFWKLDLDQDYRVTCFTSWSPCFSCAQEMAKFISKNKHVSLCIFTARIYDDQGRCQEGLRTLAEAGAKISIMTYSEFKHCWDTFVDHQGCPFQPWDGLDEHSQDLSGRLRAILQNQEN
SENP6 block = SENP6 protease inhibition | Q9GZR1 | Recombinant SENP6 catalytic domain, aminoluciferin luminescence | inhibition, % at 10 µM | actives 1.8% (n = 330,000) | AID 2599;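 active = inhibition above about 50% at the single tested dose, limit read from the data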;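 note: plate controls were DMSO wells with enzyme for no effect and DMSO wells lacking enzyme for full effect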
Target sequence (Q9GZR1 628-1112 limits assumed): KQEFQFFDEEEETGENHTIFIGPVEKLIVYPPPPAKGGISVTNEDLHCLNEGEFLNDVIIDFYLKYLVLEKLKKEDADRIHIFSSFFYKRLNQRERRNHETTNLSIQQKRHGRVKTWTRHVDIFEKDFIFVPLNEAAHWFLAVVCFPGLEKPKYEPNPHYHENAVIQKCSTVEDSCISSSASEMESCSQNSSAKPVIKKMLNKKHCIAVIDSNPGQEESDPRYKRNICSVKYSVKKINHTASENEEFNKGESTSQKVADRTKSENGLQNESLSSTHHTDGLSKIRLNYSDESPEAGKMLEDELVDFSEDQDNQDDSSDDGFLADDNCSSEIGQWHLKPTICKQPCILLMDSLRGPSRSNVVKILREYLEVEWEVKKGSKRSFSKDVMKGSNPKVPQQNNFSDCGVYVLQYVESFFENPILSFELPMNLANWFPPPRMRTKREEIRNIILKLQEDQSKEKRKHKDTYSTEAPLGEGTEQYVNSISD
SENP8 block-1 = SENP8 (human) protease inhibition | inhibition, % at 20 µM | Q96LD8 | actives 0.64% (n = 360,000) | AID 602440 | recombinant SENP8, Nedd8 substrate fluorescence; in the data active = inhibition mostly above about 40%, no sharp cut-off; inactive = mostly below about 27%
Target sequence (Q96LD8 whole entry, looked up): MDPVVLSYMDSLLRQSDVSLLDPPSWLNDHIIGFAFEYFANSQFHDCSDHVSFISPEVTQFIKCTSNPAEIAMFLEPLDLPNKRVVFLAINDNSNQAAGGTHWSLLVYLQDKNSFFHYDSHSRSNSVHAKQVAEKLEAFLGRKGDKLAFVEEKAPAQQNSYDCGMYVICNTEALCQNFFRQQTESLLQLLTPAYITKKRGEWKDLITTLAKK
SENP8 block-2 = blocks the human protease SENP8 | Q96LD8 | purified SENP8, Z-RLRGG-aminoluciferin cleavage, luminescence | inhibition, % at 10 µM | actives 1.2% (n = 330,000) | AID 2540; in the data active = inhibition above about 50%
UBC13 polyUb = inhibitors of human UBC13 polyubiquitin chain formation; P61088; TR-FRET; inhibition, % at 20 µM; actives 0.47% (n = 330,000); AID 485273; in the data active = inhibition above about 45%, passing the limit was not always enough; inconclusive = no clear call, values can overlap the other calls
SENP7 inh = SENP7 protease inhibition; Q9BQF6; recombinant SENP7, Z-RLRGG-aminoluciferin luminescence, 40 min; inhibition, % at 5 µM; actives 1.5% (n = 330,000); AID 434973;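 active = inhibition above about 50% at the single test dose, limit read from the data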;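 note: plate controls were DMSO with enzyme for no effect and no enzyme buffer wells for full effect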
Apaf-1 inh = inhibitors of human Apaf-1 apoptosome; O14727; inhibition, % at 20 µM; reconstituted apoptosome caspase-3 activity, DEVD-Rh110 fluorescence; actives 0.71% (n = 330,000); active = inhibition of at least 40% at 20 µM;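 note: plate controls were DMSO wells for no effect and DEVD-CHO caspase inhibitor wells for full effect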
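Assay system – apoptosome proteins · Medium – Hepes buffer, pH 7.5 · Also added – cytochrome c with DEVD-Rh110 · Timing – 30 min compound preincubation, 50 min activation, room temperature · Detection – Rh110 fluorescence, excitation 480 nm, emission 540 nm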
SENP1 inh = SENP1 (human) catalytic domain inhibition; Q9P0U3; recombinant SENP1 catalytic domain, CyPet-SUMO1-YPet FRET cleavage; inhibition, % at 10 µM; actives 0.21% (n = 360,000);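 active = inhibition at least 30% at 10 µM, raw YFP signal under a set limit, fluorescence ratio 0.5 to 1.5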;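 note: 0% = enzyme with DMSO and 100% = no enzyme wells; some results filed as inactive read as strong as hits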
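Assay system: hSENP1 catalytic domain, recombinant. Amount: SENP1 enzyme, 20 pM final. Schedule: 50 min reaction, RT, dark. Technique: FRET, CFP and YFP emission. Control set: no-enzyme wells low, DMSO-plus-enzyme wells high control.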
Active calls of the source: *; ? = inconclusive; nt = no result given.

SMILES	A3G deaminase	SENP6 block	SENP8 block-1	SENP8 block-2	UBC13 polyUb	SENP7 inh	Apaf-1 inh	SENP1 inh
COc1ccccc1NC(=O)CSc1nccn1Cc1ccccc1	7	7	10	-1	-2	-1	14	3
CCCC1=C(C(=O)OCC)C(c2ccc(OC)c(C)c2OC)C(C#N)=C(N)O1 (stereo not drawn)	-2	0	-25	-4	0	8	18	-3
COc1ccc(/C=C2\SC(=O)N(CCCC(=O)Nc3ccc(C(=O)O)cc3)C2=O)cc1OC	-1	-9	-81	-12	-11	0	-1	-6
Cc1ccc(N2CC(C(=O)Nc3nccs3)CC2=O)cc1Cl (stereo not drawn)	-7	0	15	-6	12	6	-10	1
Cc1[nH]c(-c2ccco2)nc1C(=O)O	-8	-18	17	4	-10	-3	-8	1
O=C(Cc1ccsc1)NCC(c1ccco1)N1CCCCC1 (stereo not drawn)	-8	-13	-24	-10	-4	-12	14	-10
Cc1ccccc1N(C(=O)CNC(=O)c1ccco1)C(C(=O)NC1CCCCC1)c1ccncc1 (stereo not drawn)	-10	-5	3	-6	0	-6	2	1
COc1cccc(NC(=O)C2CC(=O)N=C(N)S2)c1 (stereo not drawn)	3	-16	12	4	8	8	-6	1
Cc1ccc(S(=O)(=O)/C(C#N)=C/c2ccccc2OCc2ccccc2)cc1	5	6	-103	6	9	-3	6	-1
Cc1nn(C)c(C)c1S(=O)(=O)N1CCCC(C(=O)NC2CCCCCC2)C1 (stereo not drawn)	1	0	11	1	5	0	-1	-3
CCCCOC(=O)CSCC(=O)Nc1cc(C)on1	-4	-8	3	-5	-1	4	-10	1
COc1ccc(NC(=O)C(OC)c2ccccc2)cc1Cl (stereo not drawn)	1	-2	23	9	6	7	4	2
COc1ccc(CS(=O)(=O)CC(C)(O)c2ccccc2)cc1 (stereo not drawn)	-9	1	14	6	7	2	-2	0
COc1ccc(-n2nc(C(=O)NCC(=O)Nc3ccccn3)c3ccccc3c2=O)cc1	1	-5	-279	7	?	13	9	-1
COc1ccccc1C(=O)COC(=O)COc1cccc2c1OC(C)(C)C2	-3	-7	6	3	-3	-10	22	-2

A few values from the list:
A3G deaminase with `CCCC1=C(C(=O)OCC)C(c2ccc(OC)c(C)c2OC)C(C#N)=C(N)O1` (stereo not drawn) : -2
SENP8 block-1 with `COc1ccccc1C(=O)COC(=O)COc1cccc2c1OC(C)(C)C2` : 6

Next section
SMILES	A3G deaminase	SENP6 block	SENP8 block-1	SENP8 block-2	UBC13 polyUb	SENP7 inh	Apaf-1 inh	SENP1 inh
O=C1C(=O)N(Cc2ccco2)C(c2cccs2)/C1=C(\O)c1cccc([N+](=O)[O-])c1 (stereo not drawn)	0	-7	26	0	-6	1	-27	-1
Cc1ccc2cccc(NS(=O)(=O)c3ccccc3)c2n1	-2	15	nt	-1	24	-5	6	nt
O=[N+]([O-])c1ccc(/C=N/N2CCCCC2)cc1	-4	49	31	34	-9	40	-1	4
Cc1cc(NC(=O)C(C)SCC(=O)N(C)CC(=O)Nc2ccc(F)cc2)no1 (stereo not drawn)	-6	-4	-2	1	3	-3	-6	-2
CS(=O)(=O)N(CC(=O)N1CCCC1)c1ccccc1Br	-5	-2	8	1	-6	1	4	-1
Cn1c(C(=O)OC(C(=O)NC(C)(C)C)c2cccnc2)cc2sccc21 (stereo not drawn)	-8	13	4	7	0	1	7	0
NS(=O)(=O)c1ccc(CCNC(=O)C(=O)c2cn(CC(=O)N3CCCC3)c3ccccc23)cc1	-6	-7	-13	-5	-5	11	1	-9
CCOC(=O)C1C(=O)C=C(c2cccs2)CC1c1ccccc1 (stereo not drawn)	1	5	14	1	-5	9	18	1
Cc1cc(=O)oc2cc(OCC(=O)NCCCN3CCCC3=O)ccc12	-4	-9	-111	11	2	-1	-3	2
COc1ccc(CCNC(=O)C2CC2)cc1	-13	-17	0	-7	0	-2	-8	0
O=[N+]([O-])c1cc(-c2csc(NC(CO)c3nc4ccccc4n3CCOCCO)n2)ccc1Cl (stereo not drawn)	-6	-2	11	4	20	3	0	0
O=C(NCc1ccccn1)Nc1ccc(F)c(Cl)c1	-6	-5	5	-15	-3	-10	10	0
CCOC(=O)c1c(C)nc2c3ccccc3ccn12	-2	74*	0	53*	5	78*	11	2
CC(=O)c1sc(-c2ccccc2Cl)nc1C	-7	-9	10	-3	-6	-3	-13	0
N#C/C(=C\c1ccco1)c1nc2ccccc2s1	-8	89*	-5	87*	-3	88*	8	-36
Cc1ccc(CNC(=O)C(C)OC(=O)c2ccco2)cc1 (stereo not drawn)	-6	2	8	-5	5	2	-19	4
O=C1C2ON(c3ccccc3)C(c3ccccc3F)C2C(=O)N1c1ccccc1 (stereo not drawn)	-1	-6	12	0	3	9	13	1
Cc1ccc(C(=O)Nc2ccc(CN3CCS(=O)(=O)CC3)cc2)cc1C	-1	-1	28	5	4	-1	-10	1
CS(=O)(=O)Nc1ccc(C(=O)Nc2ccccc2C(=O)NCc2ccco2)cc1	-7	-7	-30	-4	-5	4	9	-1
Cc1ccccc1CN1C(=O)C(O)(CC(=O)c2ccncc2)c2ccccc21 (stereo not drawn)	-2	-12	0	-9	-7	0	7	1
Cc1ccc(S(=O)(=O)N2CCC(C(=O)NCc3ccccc3CN3CCCC3)CC2)cc1	-5	0	14	14	5	-2	-7	-2
Cc1nc2cc(Cl)ccc2c(=O)n1Cc1ccncc1	-4	-17	5	-4	8	-4	-3	3
O=C1c2ccncc2C(=O)N1CNc1ccc(Cl)cc1	-3	-14	9	-5	-24	-6	-2	2
Nc1nc(SCC(=O)c2ccc([N+](=O)[O-])cc2)n[nH]1	13	14	18	1	-4	-9	2	1
O=S(=O)(c1ccccc1)N1CCN(Cc2ccccc2)CC1	-2	8	0	-1	-2	-7	-5	0
O=c1c2cc(N3CCOCC3)ccc2[nH]c(=S)n1Cc1ccccc1Cl	-6	-20	-427	-4	45*	-3	9	-71
Cc1ccc(CNC(=O)CSc2nc3c(sc4ccccc43)c(=O)n2CCCN2CCCC2)cc1	0	-7	-261	-9	20	5	13	1
CN(C)C(CNC(=O)CN1C(=O)NC2(CCCC2)C1=O)c1ccccc1 (stereo not drawn)	-1	-10	21	-13	-18	-9	2	2
COC(=O)Cc1[nH]n(-c2nc3ccccc3s2)c(=O)c1C(C)=Nc1ccc(C)cc1	14	35	2	23	-6	20	8	3
O=C(C[n+]1ccc(Cc2ccccc2)cc1)Nc1ccc([N+](=O)[O-])cc1Cl	-15	1	16	-12	13	-5	3	-1
Cc1ccc(/C=C2\SC(N3CCCCC3)=NC2=O)cc1	-8	21	3	-8	-15	-3	10	3
O=C1[C@H]2[C@H](ON3CCCC[C@H]23)C(=O)N1c1ccc(Cl)cc1	-3	-2	9	2	1	-14	-9	-1
O=C(CSc1nnc(COc2ccccc2)o1)N1CCOCC1	-5	-4	22	3	9	3	-4	3
N#Cc1ccc(OCCOCCNC2CCCC2)cc1	-2	-2	17	-8	9	-4	-14	-1
COCCNC(=S)N1CCN(Cc2cccc(OC)c2)CC1	-9	-22	2	-7	3	0	-3	0
CCCC(=O)Nc1sc2c(c1C#N)CCCC2	1	11	12	0	5	5	8	-2
O=C(c1cncc(Br)c1)N1CCN(S(=O)(=O)c2ccc3ccccc3c2)CC1	-9	9	-4	-5	9	2	4	0
Cn1c(N)c(C(=O)COC(=O)c2ccc(Cl)c(S(=O)(=O)N3CCCCC3)c2)c(=O)n(C)c1=O	-7	-7	6	3	2	-4	1	1
Cc1cc(S(=O)(=O)Nc2ccc(C(=O)NCCCN3CCCC3=O)cc2)ccc1F	-6	-9	17	-12	1	-3	3	2
C#CCOCCOCCOCCNc1nc(N2CCN(C(=O)[C@H](Cc3cc4ccccc4[nH]3)n3cc([C@@H](N)CC(C)C)nn3)CC2)nc(N2CCN(C(=O)[C@H](Cc3cc4ccccc4[nH]3)n3cc([C@@H](N)CC(C)C)nn3)CC2)n1	18	-14	-1	-22	106*	6	71*	-9
CCCn1cc(S(=O)(=O)CC(=O)Nc2ccc(OC)cc2OC)c2ccccc21	-5	-11	11	-1	-7	2	-1	-2
CC(=O)Nc1nonc1NC(=O)c1ccc(C(C)(C)C)cc1	0	-4	17	-2	2	10	17	1
COc1ccccc1NC(=O)/C=C/c1ccc2c(c1)OCO2	-8	73*	2	65*	-8	68*	-5	1
CC(=O)c1ccc(N2CCN(C(=O)C(=O)c3c(C)[nH]c4ccccc34)CC2)cc1	-7	-2	-112	-4	-4	-6	-3	3
C=CCNc1nc(N2CCCCC2)c(C#N)c2c1CN(Cc1ccccc1)CC2	1	5	-470	-3	-5	14	33	-16
CC(C)(C)NC(=O)CN(Cc1ccco1)C(=O)CCC(=O)Nc1nccs1	-9	-10	14	7	3	1	-1	0
Cc1nonc1NC(=O)c1ccc(Cl)c(S(=O)(=O)N2CCCCC2)c1	-5	-8	12	-6	8	3	-5	1
CC(C)(C)NC(=O)CSc1nc2cc(S(=O)(=O)N3CCCCC3)ccc2o1	-6	7	7	-8	6	2	-10	1
Cc1ccc(C(=O)OCC(=O)c2ccc(Cl)s2)s1	-2	54*	25	30	-6	24	9	1
CCOc1ccc(Cl)cc1Nc1nc(NCCO)nc(N2CCCC2)n1	-6	-5	12	4	37	0	0	0
O=c1[nH]nc(CSCc2ccccc2Cl)[nH]1	0	2	10	3	-6	4	-7	2
Cc1cc(NC(=O)Nc2ccc(F)c(Cl)c2)no1	-6	-24	8	-10	1	4	-18	1
COc1cccc(C(=O)NC(=S)Nc2ccccc2N2CCCCC2)c1	1	10	8	5	1	2	8	2
Cn1ccnc1SCC(=O)Nc1ccc2c(c1)COC2=O	-2	-7	-15	-1	-5	14	-1	-1
O=C(c1ccco1)N(CCCN1CCOCC1)c1nc(-c2ccc(F)cc2)cs1	-2	-3	3	3	6	0	4	2
CCCCN(C)C1CCN(C(=S)Nc2cccc(SC)c2)CC1	-7	-8	17	2	18	7	-18	1
Cc1ccc(S(=O)(=O)N2CCOCC2)s1	-5	-12	10	-14	0	15	5	-1
CC(C)Cc1nnc(NC(=O)CCc2c[nH]c3ccccc23)s1	-1	-2	4	5	-12	9	18	0
O=C(Nc1ccccc1)C(Cc1cccs1)c1nn[nH]n1 (stereo not drawn)	-3	-10	9	-4	-2	-2	6	-1
COc1ccc(S(=O)(=O)N2CCCC2)c(C)c1C	2	3	14	9	12	6	2	3

Other entries follow:
SMILES	A3G deaminase	SENP6 block	SENP8 block-1	SENP8 block-2	UBC13 polyUb	SENP7 inh	Apaf-1 inh	SENP1 inh
Cc1nc(-c2ccc(S(=O)(=O)Oc3ccccc3Cl)s2)cs1	-7	4	-18	-12	5	3	-1	3
Cc1cc(C)n(CC(O)COc2c(C)cccc2C)n1 (stereo not drawn)	-5	-11	0	-1	6	-12	-16	1
N#Cc1ccccc1S(=O)(=O)N1CCN(C(=O)CN2CCCSc3ccccc32)CC1	-6	2	5	6	2	6	8	-2
Cn1cc(S(=O)(=O)N2CCC3(CC2)OCCO3)c(=O)n(C)c1=O	-2	-12	18	-7	3	6	-2	-3
NC(=O)CC(NC(=O)Cc1ccc(Br)cc1)c1ccc(NC2CCCC2)c([N+](=O)[O-])c1 (stereo not drawn)	8	3	38	2	-41	-1	18	28

Five compounds from above, showing only SENP6 block.
compound,SENP6 block
Cc1nc(-c2ccc(S(=O)(=O)Oc3ccccc3Cl)s2)cs1,4
Cc1cc(C)n(CC(O)COc2c(C)cccc2C)n1 (stereo not drawn),-11
N#Cc1ccccc1S(=O)(=O)N1CCN(C(=O)CN2CCCSc3ccccc32)CC1,2
Cn1cc(S(=O)(=O)N2CCC3(CC2)OCCO3)c(=O)n(C)c1=O,-12
NC(=O)CC(NC(=O)Cc1ccc(Br)cc1)c1ccc(NC2CCCC2)c([N+](=O)[O-])c1 (stereo not drawn),3
